Source: PubChem BioAssay (Icahn School of Medicine at Mount Sinai)
ROC1-CUL1 inh: human ROC1-CUL1 E3 ligase inhibition. P62877+Q13616. inhibition, % at 10 µM. AID 1347404. in vitro K48 di-Ub FRET, acceptor:donor ratio, 45 min. 140,000 compounds, 0.6% hits; in the data active means inhibition above about 25%
Target sequence (P62877 whole entry, looked up): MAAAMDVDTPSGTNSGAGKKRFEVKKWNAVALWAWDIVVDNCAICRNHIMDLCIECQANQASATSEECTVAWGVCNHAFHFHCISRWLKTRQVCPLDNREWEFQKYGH
Target sequence (Q13616 whole entry, looked up): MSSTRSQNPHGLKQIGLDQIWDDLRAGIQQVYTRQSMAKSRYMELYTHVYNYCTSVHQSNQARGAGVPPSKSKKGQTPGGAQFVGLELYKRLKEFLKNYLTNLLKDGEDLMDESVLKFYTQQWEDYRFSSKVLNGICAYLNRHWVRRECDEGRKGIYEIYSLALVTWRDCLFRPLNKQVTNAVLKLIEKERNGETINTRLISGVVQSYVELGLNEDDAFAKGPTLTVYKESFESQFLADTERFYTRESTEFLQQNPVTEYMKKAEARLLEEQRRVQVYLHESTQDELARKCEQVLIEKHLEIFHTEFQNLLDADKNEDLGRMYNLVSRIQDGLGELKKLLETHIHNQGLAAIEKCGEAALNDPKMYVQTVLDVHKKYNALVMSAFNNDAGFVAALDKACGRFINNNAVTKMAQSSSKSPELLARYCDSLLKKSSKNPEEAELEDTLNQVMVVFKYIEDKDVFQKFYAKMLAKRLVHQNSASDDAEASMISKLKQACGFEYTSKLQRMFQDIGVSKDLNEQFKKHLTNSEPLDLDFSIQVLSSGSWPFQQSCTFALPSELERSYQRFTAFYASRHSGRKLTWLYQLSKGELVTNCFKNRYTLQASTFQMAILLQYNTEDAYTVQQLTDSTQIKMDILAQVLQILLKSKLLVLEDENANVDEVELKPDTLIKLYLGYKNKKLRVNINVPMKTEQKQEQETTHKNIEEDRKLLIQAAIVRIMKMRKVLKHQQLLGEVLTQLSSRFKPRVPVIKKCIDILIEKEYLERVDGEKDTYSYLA
An asterisk follows results filed as active. An excerpt. The share of hits here may be higher or lower than overall.

ROC1-CUL1 inh | compound
-3.6 | OC1CCN2CC3Cc4ccccc4Sc4cccc(c43)C2C1 (configuration not stated)
-4.4 | Cc1ccccc1Cc1nnc2sc(Cc3nsc4ccccc34)nn12
6.3 | Cc1ccc(CNc2ccc(C(=O)O)c(Cl)c2)cc1
2.1 | CCOc1ccc(-c2cc3c(=O)n(Cc4nc(-c5cccc(OC)c5OC)oc4C)ccn3n2)cc1Cl
-5.9 | CCc1ccc(CNC(=O)C(CC)n2nc(C)c3c(C)n(-c4ccccc4)nc3c2=O)cc1 (configuration not stated)
-7.1 | O=c1c2oc3ccccc3c2n(Cc2ccccc2)c(=O)n1Cc1ccco1
1.1 | COc1cccc(C(=O)N(Cc2nc(-c3ccc(Cl)cc3)no2)C(C)C)c1OC
-1.5 | CC(C)Cn1c(-c2ccc(S(=O)(=O)N3CCOCC3)cc2)csc1=Nc1cc(Cl)ccc1Cl
1.8 | Cc1sc2nc(C)n(CC(=O)O)c(=O)c2c1C
-5.1 | COC(=O)C1CCCCN1C(=O)C1CCCN(c2nc(C)c3ccc(S(C)(=O)=O)cc3n2)C1 (configuration not stated)
-3.3 | CCc1ccc(N2CC(C(=O)Nc3ccccc3C(=O)Nc3ccccc3C)CC2=O)cc1 (configuration not stated)
6.0 | CSc1ccc(Sc2ccccc2F)c(N)c1
5.6 | O=C(Nc1ccc(Br)cc1F)C(=O)N1CCCCC1
1.8 | O=C1NC(=S)N(c2ccc(F)cc2)C(=O)/C1=C\c1ccc2c(c1)OCCO2
-5.0 | Cc1ccc(/C=C2\CCCC3C2=NN(C(=O)CN2N=NC4C(=O)N(c5ccc([N+](=O)[O-])cc5)C(=O)C42)C3c2ccc(C)cc2)cc1 (configuration not stated)
0.1 | CC(C)(C)C1C=C(C2=CC(C(C)(C)C)SC2=O)C(=O)S1 (configuration not stated)
4.4 | O=[N+]([O-])c1cnc2ccccc2c1
20.0 | CCCOc1ccccc1/C=C1\C(=O)NN(c2cccc(Br)c2)C1=O
3.8 | O=C(Cn1nc(C(F)(F)F)c2c1CCCC2)Nc1cccc(Cl)c1
6.8 | Cc1n[nH]c(C)c1CCCCCOc1ccccc1Br
2.1 | Cc1ccc(NC(=O)Cn2nnnc2-c2ccccc2N)cc1
-3.7 | N#CCSc1nc(N)c(C#N)c(-c2cccnc2)c1C#N
-5.1 | CCNc1nc(Oc2ccc(C(=O)OCC)cc2)nc(N2CCOCC2)n1
4.3 | CSc1nn(-c2nc3c(C)cccc3s2)c(N)c1C#N
7.1 | CCOc1cccc(C(=O)Nc2ccc(N3CCN(C(=O)C(C)(C)C)CC3)cc2)c1
-4.5 | COC(=O)c1c(-c2ccc(C)cc2)csc1NC(=O)c1ccc(F)cc1
1.8 | CC(=O)N=C1C=NN(C)C(=O)C1Cl (configuration not stated)
3.6 | CCn1cc(C(=O)N2CCN(c3ccc(C(C)=O)cc3)CC2)c2cc(OC)c(OC)cc2c1=O
-6.0 | Cc1ccc(C2C(C)C(NCc3ccccc3Cl)NS2(=O)=O)cc1 (configuration not stated)
-3.6 | CCc1nn(CC(=O)NCCCN(CC)CC)c(=O)c2cc3occc3n12

Next part.
ROC1-CUL1 inh | compound
-7.0 | CCOCCCN(Cc1ccco1)S(=O)(=O)c1cc2c(cc1C)NC(=O)CO2
4.1 | Cc1cccc(-c2nn3c(=O)cc(CN4CCN(C(=O)c5ccccc5Br)CC4)nc3s2)c1
2.9 | CC(c1ccon1)N(C)C(=O)c1cc(COc2ccccc2F)[nH]n1 (configuration not stated)
-1.0 | CNc1ccc(-c2nc(-c3ccncc3)no2)cc1[N+](=O)[O-]
-9.1 | O=C(CSc1nnc(-c2ccncc2)n1-c1ccccc1)N/N=C/c1cccc(Cl)c1Cl
7.3 | Cc1ccccc1-c1cn2c(C(=O)N(C)CCc3cn[nH]c3)csc2n1
3.1 | CCn1c(CNC(=O)COc2c(C)cccc2C)nnc1SCC(=O)Nc1ccc(C)c(Cl)c1
2.1 | Cc1ccc(NCc2nnc(SCC(=O)Nc3c(C)cc(C)cc3C)o2)c(C)c1
7.4 | CCc1ccc(NC(=O)c2ccc(CN3CCCCC3)cc2)cc1
-3.0 | O=C(NCCc1ccccc1)C1CCN(C2CCN(C(=O)c3ccco3)CC2)CC1
3.4 | COc1c(C)cccc1C(=O)Nc1ccccc1N1CCN(S(C)(=O)=O)CC1
-3.2 | CN(C)Cc1ccc(C(=O)N2CCCC(CCc3cccc(F)c3)C2)o1 (configuration not stated)
6.6 | Cc1cnc(C)c(N2CCN(C(=O)c3cn(Cc4c(F)cccc4F)nn3)CC2)n1
-5.5 | CCCCN(C)C(=O)c1nc2ccccn2c1CN(C)CC(=O)OCC
-6.9 | Cc1ccnc(NC(c2ccsc2)c2ccc3cccnc3c2O)c1 (configuration not stated)
-1.9 | CCCN1CCC(NC(=O)c2ccc(Br)cc2)CC1
6.4 | CCOC(=O)C1C(=O)C(C(=O)OCC)C(c2ccccc2)N(CC(C)C)C1c1ccccc1 (configuration not stated)
5.8 | Cc1ccc(N2C(=N)C(C#N)C3(C(=O)N(C)c4ccccc43)C3=C2CC(C)(C)CC3=O)cc1Cl (configuration not stated)
-0.4 | Cc1cc(Nc2ccc(F)cc2F)nc(-n2nc(C)cc2C)n1
-1.9 | Cc1oc(-c2ccc(C(=O)NCc3ccccc3)cc2)nc1CN1CCc2ccccc21
4.9 | O=C(NCC1CCCO1)c1ccc2oc(-c3ccc(C(F)(F)F)cc3)nc2c1 (configuration not stated)
-0.2 | CCOC(=O)c1ccc2c(c1)N(CC(=O)Nc1ccc(C)cc1C)C(=O)c1ccccc1S2
2.8 | CC(=O)c1ccc(N2CCC(C3CCN(Cc4cccnc4)CC3)C2)nc1 (configuration not stated)
6.8 | Cc1nccn1C(c1ccccc1)c1ccccc1
-5.3 | COCCCNC(=O)c1nn(-c2ccc(C)cc2)nc1CO
3.8 | COC1CCCN(C(=O)c2cn(Cc3ccc(Cl)cc3)nn2)C1 (configuration not stated)
1.7 | Cc1cc(C)cc(OCCNC(=O)c2ccc(C(C)(C)C)cc2)c1
-3.4 | CN(C)c1ccc(-c2nn3c(-c4ccccn4)nnc3s2)cc1
-6.4 | C/C=C/CN1N=C(C)C(C)n2c1nc1c2c(=O)n(CCCC)c(=O)n1C (configuration not stated)
5.0 | Clc1cccc(N2CCN(C3CCCN(CC4CC4)C3)CC2)c1 (configuration not stated)

Shown field by field: entries from further up
Cc1ccnc(NC(c2ccsc2)c2ccc3cccnc3c2O)c1 (configuration not stated)
  ROC1-CUL1 inh = -6.9

CCCN1CCC(NC(=O)c2ccc(Br)cc2)CC1
  ROC1-CUL1 inh = -1.9

Following part.
ROC1-CUL1 inh | compound
4.5 | COc1c(C)cccc1C(=O)Nc1ccccc1N1CCN(C(=O)c2ccccc2)CC1
0.9 | O=C1C(=O)N(CCN2CCOCC2)C(c2cccc(O)c2)C1C(=O)c1cc2ccccc2o1 (configuration not stated)
-2.7 | COc1cccc(C(=O)NN2C(=O)C3C4C=CC(O4)C3C2=O)c1 (configuration not stated)
3.9 | O=C(O)c1ccc2c(c1)C(=O)N(c1nccs1)C2=O
-6.5 | Nc1nccc(-c2ccc(Cl)c(Cl)c2)n1
-1.0 | O=C(c1ccco1)N1N=C(c2ccco2)CC1c1ccco1 (configuration not stated)
-2.6 | Cc1cc(C)nc(SCc2nnc(SCC(=O)Nc3ccc(F)cc3)n2C)n1
-1.5 | CC(C)Sc1nc2ccccc2c(SC(C)C)c1-c1ccccc1
-12.4 | O=C(O)CCSc1nnc2sc3ccccc3n12
-1.6 | CC(=O)Nc1c(C(=O)N2CCN(Cc3ccccc3)CC2)cnn1-c1ccccc1Cl
-2.8 | N#C/C(=C/c1ccc(Sc2ccccc2)o1)C(=O)Nc1nc2ccccc2s1
5.2 | CCCCCCCCCCS(=O)(=O)Nc1ccncc1
5.7 | COc1ccc(-c2cc(C(F)(F)F)nc(SCC(=O)Nc3c(Cl)cccc3Cl)n2)cc1
-1.5 | O=C(COc1ccccc1Cl)Nc1ccc2c(c1)C(=O)NC2=O
-5.2 | O=C(Nc1c(C(=O)N2CCN(CCO)CC2)cnn1-c1ccccc1Cl)c1ccco1
-5.9 | Cc1cccc(-c2nc(CN3CCCC(C(=O)NCCc4ccc(Cl)cc4)C3)c(C)o2)c1 (configuration not stated)
-0.6 | CCCc1ccc(C(=O)N2CCN(c3cccc(Cl)c3)CC2)cc1
1.9 | CCOC(=O)c1cnc2ccc(C(=O)OC)cc2c1Nc1ccc(N2CCOCC2)cc1
4.0 | Cc1ccc(C(=O)N2CCN(S(=O)(=O)c3ccc(F)cc3)CC2)cc1
-5.7 | CC(=O)c1cccc(Nc2cc(C)nc3nc(-c4ccccc4C)nn23)c1
8.7 | O=C(CCCCc1ccccc1)Nc1ccc(N2CCC(NCCN3CCOCC3)CC2)cc1
-1.2 | CC(C)CCNC(=O)c1cccc(F)c1
-12.8 | CCOC(=O)c1c(NC(=O)CSc2cn(CCNC(=O)c3ccc(OCC)cc3)c3ccccc23)sc2c1CCCC2
-2.1 | Clc1cccc(CNc2ncnc3c2nc2n3CCCC2)c1
-7.2 | O=C(Nc1ccc(Oc2ccccc2)cc1)C(F)(F)F
-10.1 | COc1ccc(C2CC(C(F)(F)F)n3nc(C(=O)Nc4c(C)nn(Cc5c(Cl)cccc5Cl)c4C)cc3N2)cc1OC (configuration not stated)
9.1 | N#Cc1cc([N+](=O)[O-])c(-n2nnc3ccccc32)c([N+](=O)[O-])c1
10.5 | CC(=O)/C(N)=N/Nc1ccccc1Cl
2.6 | S=C(N/N=C\c1c[nH]c2ccc(Br)cc12)Nc1ccccc1
6.5 | CC1=Nc2nnnn2C(c2ccc(C(F)(F)F)cc2)C1C(=O)Nc1ccc(Cl)cc1 (configuration not stated)

The listing continues:
ROC1-CUL1 inh | compound
7.8 | CCOc1ccc(CCNC(=O)c2cnc3sc(N4CCOCC4)nn3c2=O)cc1
3.8 | Cc1c(CN2CCc3[nH]nc(-c4ccc5c(c4)OCO5)c3C2)cnn1C
-1.3 | COC(=O)c1ccccc1SCC(=O)N1CCN(c2cccc(Cl)c2)CC1
1.4 | Cc1ccn2c(Nc3ccccc3)c(-c3c[nH]c4ccccc34)nc2c1
-0.4 | CCC(C)(C)NC(=O)Cc1ccc(Br)cc1
2.2 | Cc1cc(C)c(C(=O)Oc2ncnc3ccccc23)c(C)c1
1.6 | O=C(NC1CCCC1)c1cc(-c2ccccc2)on1
2.2 | O=C(NC1CC1)C1CCCN(C2CCN(C(=O)C3(c4ccccc4)CC3)CC2)C1 (configuration not stated)
-1.2 | Cc1c(NC(=O)c2ccc(-c3ccc(F)cc3)o2)cccc1-c1nc2ncccc2o1
-5.2 | CC(C)(C)c1cc(-c2ccco2)c(C#N)c(SCC(=O)c2ccc(Br)cc2)n1
18.7 | COc1ccccc1N(CC(=O)N1CCCCCC1)S(C)(=O)=O
9.8 | Cc1ccc(CNC(=O)CCc2c(C)nc3nc(C)nn3c2C)cc1
-3.9 | CC(/C=N/NC(=O)c1csc(C)c1C)=C\c1ccco1
-3.9 | CCOc1ccc(C(=O)N2CCN(Cc3cc(=O)n4nc(-c5ccccc5Cl)sc4n3)CC2)cc1
-4.4 | CC1CCc2c(sc3ncnc(SCc4cccc(Br)c4)c23)C1 (configuration not stated)

Reprinted from the listing for reference:
ROC1-CUL1 inh | compound
-1.2 | CC(C)CCNC(=O)c1cccc(F)c1
-12.8 | CCOC(=O)c1c(NC(=O)CSc2cn(CCNC(=O)c3ccc(OCC)cc3)c3ccccc23)sc2c1CCCC2
-2.1 | Clc1cccc(CNc2ncnc3c2nc2n3CCCC2)c1
-7.2 | O=C(Nc1ccc(Oc2ccccc2)cc1)C(F)(F)F
-10.1 | COc1ccc(C2CC(C(F)(F)F)n3nc(C(=O)Nc4c(C)nn(Cc5c(Cl)cccc5Cl)c4C)cc3N2)cc1OC (configuration not stated)
9.1 | N#Cc1cc([N+](=O)[O-])c(-n2nnc3ccccc32)c([N+](=O)[O-])c1
10.5 | CC(=O)/C(N)=N/Nc1ccccc1Cl
2.6 | S=C(N/N=C\c1c[nH]c2ccc(Br)cc12)Nc1ccccc1
6.5 | CC1=Nc2nnnn2C(c2ccc(C(F)(F)F)cc2)C1C(=O)Nc1ccc(Cl)cc1 (configuration not stated)
7.8 | CCOc1ccc(CCNC(=O)c2cnc3sc(N4CCOCC4)nn3c2=O)cc1
3.8 | Cc1c(CN2CCc3[nH]nc(-c4ccc5c(c4)OCO5)c3C2)cnn1C
-1.3 | COC(=O)c1ccccc1SCC(=O)N1CCN(c2cccc(Cl)c2)CC1
1.4 | Cc1ccn2c(Nc3ccccc3)c(-c3c[nH]c4ccccc34)nc2c1
-0.4 | CCC(C)(C)NC(=O)Cc1ccc(Br)cc1
2.2 | Cc1cc(C)c(C(=O)Oc2ncnc3ccccc23)c(C)c1
1.6 | O=C(NC1CCCC1)c1cc(-c2ccccc2)on1
2.2 | O=C(NC1CC1)C1CCCN(C2CCN(C(=O)C3(c4ccccc4)CC3)CC2)C1 (configuration not stated)
-1.2 | Cc1c(NC(=O)c2ccc(-c3ccc(F)cc3)o2)cccc1-c1nc2ncccc2o1
-5.2 | CC(C)(C)c1cc(-c2ccco2)c(C#N)c(SCC(=O)c2ccc(Br)cc2)n1
18.7 | COc1ccccc1N(CC(=O)N1CCCCCC1)S(C)(=O)=O
9.8 | Cc1ccc(CNC(=O)CCc2c(C)nc3nc(C)nn3c2C)cc1
-3.9 | CC(/C=N/NC(=O)c1csc(C)c1C)=C\c1ccco1
-3.9 | CCOc1ccc(C(=O)N2CCN(Cc3cc(=O)n4nc(-c5ccccc5Cl)sc4n3)CC2)cc1
